TDP1 cell noCPT: qHTS for Inhibitors of human tyrosyl-DNA phosphodiesterase 1 (TDP1): qHTS in cells in absence of CPT. Potency, µM (top dose mostly 46.2 µM), for inactives: at the highest dose activity change, negative = growth inhibition, actives largely listed as inhibitors. 15% of 420,000 active. DT40 Tdp1-/- hTDP1 cells, no CPT, ATP luminescence, 48 h; also: nearly all actives have a fitted effect of over 55% in size
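No-CPT arm: Tdp1-/-;hTDP1 DT40 cells (400/well) plus compounds, incubated ≥48 hr at 37 °C. Readout CellTiter-Glo luminescence.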
N370S GC mod: inhibits or activates N370S mutant glucocerebrosidase; AID 2101; N370S GC spleen homogenate, 4MU-glucoside fluorescence; Potency, µM (top dose mostly 59.4 µM), without a hit: top-dose activity change, negative = inhibition, hits mostly inhibitors; 0.092% of 330,000 active;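 also: 0% = full enzyme activity and -100% = no enzyme basal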
TDP1 block: inhibitors of human tyrosyl-DNA phosphodiesterase TDP1; Q9NUW8; recombinant TDP1, AlphaScreen DNA substrate cleavage; Potency, µM (series often up to 130 µM), without a hit: at the highest dose activity change, negative = inhibition, usual class: inhibitors; AID 485290; 0.28% of 350,000 active; also: nearly all actives have a fitted effect of over 40% in size
Target sequence (Q9NUW8 whole entry, looked up): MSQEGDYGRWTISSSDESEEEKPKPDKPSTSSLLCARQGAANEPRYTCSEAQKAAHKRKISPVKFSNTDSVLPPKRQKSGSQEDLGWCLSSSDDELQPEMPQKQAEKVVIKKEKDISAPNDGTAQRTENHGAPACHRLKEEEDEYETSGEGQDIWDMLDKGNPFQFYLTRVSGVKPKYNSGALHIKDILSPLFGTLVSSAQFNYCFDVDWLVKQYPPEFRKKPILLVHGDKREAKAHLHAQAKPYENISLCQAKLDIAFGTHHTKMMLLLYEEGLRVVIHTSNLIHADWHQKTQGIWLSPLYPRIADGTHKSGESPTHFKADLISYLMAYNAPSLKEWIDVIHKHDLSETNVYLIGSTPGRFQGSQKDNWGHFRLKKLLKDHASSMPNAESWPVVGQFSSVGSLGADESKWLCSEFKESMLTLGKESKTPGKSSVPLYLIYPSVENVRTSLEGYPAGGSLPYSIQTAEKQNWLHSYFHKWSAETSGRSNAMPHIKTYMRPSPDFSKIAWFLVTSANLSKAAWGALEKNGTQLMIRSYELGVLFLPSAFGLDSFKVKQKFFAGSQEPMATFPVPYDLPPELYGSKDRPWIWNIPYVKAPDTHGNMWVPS
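Compounds were preincubated with Tdp1 (1 nM final) for 15 min at room temperature before substrate (15 nM final) started a 5 min reaction; beads (10 ug/ml final) were then added for 10 min before AlphaScreen detection.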
Starred values were filed as active, the others as inactive; ? = inconclusive; . = not tested or not shown; & = joins results of further samples; [ ] = remark or other dose. Calls follow the shape of the dose curve; as a rule, active = well fitted curve in the direction sought with a large enough effect; inconclusive = small, poorly fitted or top-dose-only effect, or another doubt; inactive = no such curve, though single readings can be large; an effect the other way counts as inactive or inconclusive. Unless noted, % is scaled to controls: 0 for no effect and ±100 for the full control effect; potency is read from the fitted curve at half-maximal effect. The list is partial; the hit share may differ from the screen's.

no.	SMILES	TDP1 cell noCPT	N370S GC mod	TDP1 block
1	Cc1ccc(NC(=O)c2c(C)oc3ccc(O)c(CN4CCN(Cc5ccccc5)CC4)c23)cc1	-86%	.	6%
2	N#Cc1nc(N)nc(N(c2ccccc2)c2ccccc2)n1	?	-26%	0%&0%
3	CNC(=S)N1CCN(C(=O)C2CCCO2)CC1 (configuration not stated)	-2%	0%	2%
4	O=C(OCCN1CCN(C2=NS(=O)(=O)c3ccccc32)CC1)c1cccc(Br)c1	-6%	-5%	4%
5	CC(CN1CCOCC1)OC(=O)c1ccc(Br)cc1 (configuration not stated)	0.65µM*	3%[12.8 µM]	4%
6	COc1ccccc1C(=O)C1CCCN(C(=O)c2ccccn2)C1 (configuration not stated)	-12%	2%	0%
7	CCC1=C2CC[C@H]3C(=O)N(C)C(=O)[C@H]3[C@H]2[C@@]2(Cc3ccccc3)C(=NCCOC)OC(=O)N2C1=O	-2%	2%&7%	3%&0%
8	O=C1c2ccccc2-c2c1cccc2C(=O)N(CCO)CCO	-12%	1%	2%
9	Cc1cccc(NC(=O)C2C(c3ccccc3)C2(Cl)Cl)c1C (configuration not stated)	?	3%	2%
10	CCn1c(CCC(=O)O)nc2cc(S(=O)(=O)N(C)C)ccc21	-7%	-6%	0%

Entries of single compounds as entered above:
Profile of COc1ccccc1C(=O)C1CCCN(C(=O)c2ccccn2)C1 (configuration not stated) = TDP1 cell noCPT: -12%; N370S GC mod: 2%; TDP1 block: 0%
Profile of Cc1ccc(NC(=O)c2c(C)oc3ccc(O)c(CN4CCN(Cc5ccccc5)CC4)c23)cc1 = TDP1 cell noCPT: -86%; N370S GC mod: .; TDP1 block: 6%

Additional entries follow:
no.	SMILES	TDP1 cell noCPT	N370S GC mod	TDP1 block
11	Cc1cc(=O)oc2cc(OC(=O)CCN3C(=O)c4ccccc4C3=O)ccc12	-14%	?	-9%
12	Fc1ccc(C(NCCc2ccc(Cl)cc2)c2nnc(-c3ccccc3)o2)c(Cl)c1 (configuration not stated)	?	.	2%
13	CC(=O)Nc1cccc(NS(=O)(=O)c2cccc3nsnc23)c1	-8%	-18%	3%
14	CCOc1ccc(C(=O)NCC(=O)OCC(=O)Nc2ccc(C)c(S(=O)(=O)N(C)C)c2)cc1	-1%	-5%	2%
15	COCCN(C(=O)COC(=O)c1ccc(C)o1)c1c(N)n(Cc2ccccc2)c(=O)[nH]c1=O	-12%	-11%	-7%
16	Cc1ccc(OCC(=O)NNC(=O)C2CCN(c3ncnc4sc(C)c(C)c34)CC2)cc1	?	2%	0%
17	CCOC(=O)c1c(-c2ccc(C)cc2)csc1NC(=O)C1CCCO1 (configuration not stated)	26µM*	10%	-1%
18	O=[N+]([O-])c1ccc(/C=N/N2CCCCC2)cc1	?	-25%	.
19	COc1cc(/C=N/Nc2ccccn2)ccc1O	-2%	-14%	.
20	CCN(CC)c1ccc(NC(=O)CN2CCN(S(=O)(=O)c3ccc(C(C)C)cc3)CC2)cc1	?	.	7%
21	Cc1cc(C)c(NC(=O)CCCC(=O)O)c(Cl)c1	3%	9%	-5%
22	Cc1noc(C)c1-c1ccc2ncnc(NC3CCCc4ccccc43)c2c1 (configuration not stated)	.	-7%	9%
23	c1ccc(Cn2c(-c3ccco3)nc3nc4ccccc4nc32)cc1	?	22%	0%
24	COc1ncnc(OC)c1S(=O)(=O)Nc1ccc(C(F)(F)F)cc1	2%	-9%	.
25	CCOc1ccc(Nc2nc(N)c([N+](=O)[O-])c(NCc3ccccc3)n2)cc1	?	-1%	2%
26	CCC(Oc1ccccc1)C(=O)Nc1ccc(OCc2cc(=O)n3ccc(C)cc3n2)cc1 (configuration not stated)	18µM*	.	-3%
27	COc1cccc(CN(C)C(=O)C23CC4CC(CC(NC(C)=O)(C4)C2)C3)c1OC	-8%	-1%	3%
28	CCOC(=O)c1ccc(N(CC(=O)NC2CCCCC2)C(=O)CNC(=O)c2ccco2)cc1	-15%	1%	9%
29	Cn1nc(-c2ccccc2)cc1NS(=O)(=O)c1ccc(C#N)cc1	-1%	2%	1%
30	CC(C)Oc1ccc(C(=O)/C(=C\c2cccs2)c2nc3ccccc3o2)cc1	?	10%	5%
31	CCc1ccc(-n2c(=O)c3c(C)c(C(=O)N(C)C)sc3n(Cc3cccc(C)c3)c2=O)cc1	-1%	.	0%
32	O=C(Nc1ncccc1O)c1ccc2ccccc2c1	2%	-10%	3%
33	COc1ccc(N(CC2CO2)S(=O)(=O)c2ccccc2)cc1 (configuration not stated)	?	-7%	6%
34	Cc1[nH]c2ccccc2c1SCC(=O)Nc1nccs1	-7%	-4%	3%
35	CN(C)CCNC(=O)c1nn(C)c2c1CCc1ccccc1-2	?	-4%	.
36	CC(C)Cn1c(=O)c2ccccc2n2c(CCC(=O)NCc3ccc(Cl)cc3)nnc12	-22%	.	-2%
37	N#Cc1c(C(F)(F)F)cc(-c2cccs2)nc1SCc1ccc(F)cc1	-28%	.	0%
38	O=C(COc1ccc(Cl)cc1)Nc1ccccc1C(=O)NCc1ccco1	?	14%	5%
39	CCC(C(=O)Nc1cc(C(=O)O)ccc1C)c1ccccc1 (configuration not stated)	-2%	-1%	0%
40	CCCCc1nn2c(=O)cc(COC(=O)c3ccc(NC(=O)c4cccc(OC)c4)cc3)nc2s1	-7%	.	1%
41	CC(C)(Oc1ccc(Cl)cc1)C(=O)NCC1CCCO1 (configuration not stated)	-1%	-16%	-9%
42	CCN1C(=O)/C(=C2/C=Cc3ccccc3N2CC)SC1=S	?	24%	11%
43	CCOC(=O)N1CCN(S(=O)(=O)c2cc(OCC(=O)NC3CCCCC3)c(C)cc2Cl)CC1	4%	-3%	6%
44	O=C(O)CNC(=O)/C=C/c1c(Cl)cccc1Cl	-20%	6%	6%
45	COC(=O)C1CCN(C(=O)c2ccc(Cl)c(S(=O)(=O)NCc3cccnc3)c2)CC1	-26%	5%	7%
46	COc1ccc(Cl)cc1NC(=O)CN1CCC(n2nnc3cc(C)ccc32)CC1	23µM*	5%	6%
47	CCn1cc(C(=O)O)c(=O)c2cnc(N3CCN(C(=S)NC(=O)c4ccc(F)c(F)c4)CC3)nc21	2%	-1%	2%[0.0935 µM]
48	Cc1nn(-c2ccccc2)nc1C(=O)NNC(=O)c1cccc2ccccc12	?	11%	7%
49	COc1cc(OC)c(NC(=O)C(=O)CC(=O)c2ccc(C)cc2C)cc1Cl	2.6µM*	6%	3%
50	Cc1cc(C)cc(NC(=O)Cn2nnc(C(=O)NCc3ccc(F)cc3)c2N)c1	?	9%	-4%
51	C=CCn1c(SCC(=O)Nc2nc(C)cs2)nnc1C(CO)NC(=O)c1ccccc1 (configuration not stated)	-18%	3%	4%
52	CC(C)C(C(=O)Nc1ccc2c(c1)OCO2)N1C(=O)c2ccccc2C1=O (configuration not stated)	-16%	18%	9%
53	Cc1ccc(NC(=O)C2CCN(S(C)(=O)=O)CC2)cc1	-14%	-21%	4%
54	CCCCOc1ccc(NC(=O)CSc2ccc(C(=O)O)cn2)cc1	11%	.	-2%
55	COc1ccc(NC(=O)CCCN2C(=O)C(c3ccccc3)Oc3cccnc32)cc1 (configuration not stated)	5%	-21%	2%
56	Cc1c(NC(=O)C2CCCN2S(=O)(=O)c2ccccc2)c(=O)n(-c2ccccc2)n1C (configuration not stated)	-3%	-6%	-4%
57	COC(=O)c1ccc(C)c(NC(=O)CCSc2ccccc2)c1	-11%	2%	2%
58	CC1CCCCN1CC(=O)Nc1sc2c(c1C#N)CCC2 (configuration not stated)	-10%	-1%	-8%
59	O=C(Nc1nccs1)C(F)(F)C(F)(F)C(F)(F)C(=O)Nc1nccs1	-2%	-5%	.
60	Cc1cccc(CSc2nnc(N)n2-c2ccccc2)c1	-2%	20%	2%

Single entries from the list:
N370S GC mod result of #47 stands at -1%
TDP1 block result of #22 stands at 9%

(list continues)
no.	SMILES	TDP1 cell noCPT	N370S GC mod	TDP1 block
61	Cc1sc2c3ccsc3ccc2[n+]1C	16µM*	3%	10%
62	CS(=O)(=O)N1CCC(C(=O)Nc2cccc(Cl)c2)CC1	-27%	15%	-3%
63	CCOC(=O)C1CCN(C(=O)CCCn2nc(CC)n3c(cc4occc43)c2=O)CC1	-3%	6%	2%
64	CCN(CC)c1ccc(/C=N/N(c2ccccc2)c2ccccc2)c(O)c1	?	1%	6%
65	O=c1c2nnn(-c3ccccc3)c2ncn1C/C=C/c1ccccc1	26µM*	4%	.
66	C=C1CCN(C(C)C(=O)OCc2cccc(C)c2)S(=O)(=O)c2ccccc21 (configuration not stated)	.	-1%	-12%
67	CN(CC(=O)Nc1ccccc1Br)C(=O)CN1CCN(Cc2cccc(Cl)c2)CC1	?	.	3%
68	O=C(CNC(=O)c1cncc(Br)c1)Nc1ccc(F)c(F)c1F	-17%	-1%	.
69	O=C(Nc1ncccc1O)c1cccc(S(=O)(=O)N2CCCc3ccccc32)c1	-23%	-12%	.
70	Cc1ccc(CNC(=O)Cc2ccc(-c3ccccc3)cc2)cc1	0.58µM*	1%	3%
71	CCN(CC)Cc1c(NC(=O)c2ccc(OC)cc2)sc2c1CCCC2	?	.	0%[12.3 µM]
72	O=C(/C=C/c1cccc(C(F)(F)F)c1)NNC(=O)c1ccncc1	-7%	?	-3%
73	Cc1ccc(OCCOc2cccc(Br)c2)c([N+](=O)[O-])n1	-22%	2%	1%
74	O=C1c2cccc3cc([N+](=O)[O-])cc(c23)C(=O)N1CCN1CCCC1	0.13µM*	-6%	-1%
75	COc1ccc(OC)c(/C=C/C(=O)c2ccc3c(c2)OCO3)c1	?	.	-4%
76	Cc1ccc(Sc2ccc(N)cn2)cc1	-9%	6%	9%
77	O=C(Nc1ccccc1C(=O)NC(Cc1c[nH]c2ccccc12)C(=O)O)c1ccco1 (configuration not stated)	3%	0%	1%
78	Cn1cc(/C=C(\C#N)C(=O)Nc2ccccc2O)c2ccccc21	18µM*	-13%	.

Limited to TDP1 cell noCPT, for 6 of the compounds above:
cpd	SMILES	TDP1 cell noCPT
76	Cc1ccc(Sc2ccc(N)cn2)cc1	-9%
71	CCN(CC)Cc1c(NC(=O)c2ccc(OC)cc2)sc2c1CCCC2	?
73	Cc1ccc(OCCOc2cccc(Br)c2)c([N+](=O)[O-])n1	-22%
78	Cn1cc(/C=C(\C#N)C(=O)Nc2ccccc2O)c2ccccc21	18µM*
77	O=C(Nc1ccccc1C(=O)NC(Cc1c[nH]c2ccccc12)C(=O)O)c1ccco1 (configuration not stated)	3%
72	O=C(/C=C/c1cccc(C(F)(F)F)c1)NNC(=O)c1ccncc1	-7%

Pulled by compound from the list above, five records:
no.	SMILES	TDP1 cell noCPT	N370S GC mod	TDP1 block
50	Cc1cc(C)cc(NC(=O)Cn2nnc(C(=O)NCc3ccc(F)cc3)c2N)c1	?	9%	-4%
72	O=C(/C=C/c1cccc(C(F)(F)F)c1)NNC(=O)c1ccncc1	-7%	?	-3%
48	Cc1nn(-c2ccccc2)nc1C(=O)NNC(=O)c1cccc2ccccc12	?	11%	7%
78	Cn1cc(/C=C(\C#N)C(=O)Nc2ccccc2O)c2ccccc21	18µM*	-13%	.
37	N#Cc1c(C(F)(F)F)cc(-c2cccs2)nc1SCc1ccc(F)cc1	-28%	.	0%
